Screens as filed in PubChem.
TDP1 cell noCPT: qHTS for Inhibitors of human tyrosyl-DNA phosphodiesterase 1 (TDP1): qHTS in cells in absence of CPT | Potency, µM (titrated, usually from 46.2 µM), inactives show at the highest dose activity change, negative = growth inhibition, most hits filed as inhibitors | DT40 Tdp1-/- hTDP1 cells, no CPT, ATP luminescence, 48 h | actives 15% (n = 420,000); note: nearly all actives have a fitted effect of over 55% in size
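Chicken DT40 Tdp1-/- cells complemented with human TDP1, screened without camptothecin (DMSO vehicle only), 400 cells/well. Compounds pin-transferred, cells incubated at 37 °C for at least 48 hr. Growth read as ATP-dependent luminescence (CellTiter-Glo, 30 min at RT).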
TDP1 inh: qHTS Assay for Inhibitors of Tyrosyl-DNA Phosphodiesterase (TDP1). recombinant TDP1, AlphaScreen DNA substrate cleavage. actives 0.28% (n = 350,000). AID 485290, 2010. Potency, µM (series often up to 130 µM), inactives show at the top dose activity change, negative = inhibition, most hits filed as inhibitors. Tyrosyl-DNA phosphodiesterase 1 (Homo sapiens), Q9NUW8; note: nearly all actives have a fitted effect of over 40% in size
Target sequence (Q9NUW8 whole entry, looked up): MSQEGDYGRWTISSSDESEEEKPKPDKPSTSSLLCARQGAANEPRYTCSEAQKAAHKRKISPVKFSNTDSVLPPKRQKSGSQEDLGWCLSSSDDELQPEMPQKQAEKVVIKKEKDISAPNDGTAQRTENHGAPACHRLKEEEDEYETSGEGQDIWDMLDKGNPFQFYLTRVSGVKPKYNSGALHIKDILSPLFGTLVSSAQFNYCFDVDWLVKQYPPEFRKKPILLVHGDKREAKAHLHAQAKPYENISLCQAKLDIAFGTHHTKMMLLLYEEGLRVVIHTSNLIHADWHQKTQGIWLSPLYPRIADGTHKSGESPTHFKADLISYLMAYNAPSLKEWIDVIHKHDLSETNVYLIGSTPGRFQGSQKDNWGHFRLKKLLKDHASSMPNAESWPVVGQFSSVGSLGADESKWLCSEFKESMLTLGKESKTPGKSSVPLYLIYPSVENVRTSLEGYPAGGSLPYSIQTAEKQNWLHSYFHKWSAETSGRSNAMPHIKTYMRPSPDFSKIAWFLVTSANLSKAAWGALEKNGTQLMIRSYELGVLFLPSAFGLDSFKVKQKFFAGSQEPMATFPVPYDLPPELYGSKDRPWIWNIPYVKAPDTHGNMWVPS
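Recombinant human Tdp1 (E. coli-expressed, 1 nM final) preincubated with compounds 15 min at room temperature, then 5'-biotin/3'-phosphotyrosine-FITC DNA substrate (15 nM final) added for 5 min. AlphaScreen beads (10 ug/ml final) added 10 min; cleavage lowers signal.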
N370S GC: qHTS Assay for Inhibitors and Activators of N370S glucocerebrosidase as a Potential Chaperone Treatment of Gaucher Disease; Lysosomal acid glucosylceramidase (Homo sapiens), P04062; Potency, µM (series often up to 59.4 µM), for the others: at the top dose activity change, negative = inhibition, most hits filed as inhibitors; actives 0.092% (n = 330,000); N370S GC spleen homogenate, 4MU-glucoside fluorescence;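 note: 0% = full enzyme activity and -100% = no enzyme basal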
Active calls of the source: *; ? = inconclusive; / = not tested or not shown; & = joins results of further samples; [ ] = remark or other dose. Calls come from the whole dose curve; as a rule, active = well fitted curve in the direction sought with a large enough effect; inconclusive = small, poorly fitted or top-dose-only effect, or another doubt; inactive = no such curve, though single readings can be large; an effect the other way counts as inactive or inconclusive. Unless noted, % is set by controls: 0 for no effect and ±100 for the full control effect; potency is the fitted concentration of half-maximal effect. The list is partial; rates above refer to the full screens.

SMILES	TDP1 cell noCPT	TDP1 inh	N370S GC
CC(C)CCNC(=O)C1CC(c2cccc(F)c2)=NO1 (stereo not drawn)	-14.8%	0.0%	1.8%
COc1ccc(N2CC(C(=O)Nc3nnc(SCCC4OCCO4)s3)CC2=O)cc1 (stereo not drawn)	11.1%	2.5%	0.2%
CC(/C=C/c1ccc2c(c1)OCO2)=N/NC(=O)c1cccnc1	?	5.6%	-5.7%
CC(C)OCCCNC(=O)CN1C(=O)CSc2ccc(S(=O)(=O)N3CCCCC3)cc21	?	0.8%&2.6%	2.1%
O=C(Nc1nc2ccc(F)cc2s1)C1CC(=O)N(c2ccc3c(c2)OCCO3)C1 (stereo not drawn)	-14.8%	1.5%[56.1 µM]	/
O=C1C(=O)N(CCCn2ccnc2)C(c2ccc(Cl)cc2)/C1=C(\O)c1ccc2c(c1)OCCO2 (stereo not drawn)	4.2%	6.7%	-17.0%
COc1nccc(Nc2ccccc2)c1C#N	?	-2.0%	12.0%
COc1ccc(S(=O)(=O)/C(C#N)=C/Nc2ccc(NC(C)=O)cc2)cc1	-1.5%	/	-0.4%
Cc1ccccc1NC(=O)c1oc(=O)c2ccccc2c1-c1ccccc1	?	1.9%	-6.7%
CCc1ccc(-c2cc(C(F)(F)F)n3nc(C(=O)Nc4cnn(Cc5ccc(C)cc5)c4)cc3n2)s1	5.01µM*	-1.3%	3.5%
C/C(N)=C(/C#N)C(=O)CSc1nc2ccccc2c(=O)n1Cc1ccc(F)cc1	?	/	24.6%
Cc1ccc(Nc2cc(C)nc3nc(C)nn23)c(C)c1	?	2.6%	-23.6%
CCOC(=O)N1CCN(C(=O)CCn2nc(-c3ccc(Cl)cc3)ccc2=O)CC1	?	5.2%	15.1%
COc1cccc(/C=N/n2c(COc3ccccc3)n[nH]c2=S)c1OC	-26.9%	/	-0.3%
CCCCCCC/C=N/Nc1nnc(Cc2ccccc2)c(=O)[nH]1	0.2%	/	-1.9%
NCCCC(=O)N1c2ccccc2Sc2ccccc21	?	3.7%	0.7%
COc1ccccc1NC(=O)c1ccccc1-c1nc(-c2ccccc2OC)no1	6.31µM*	0.0%	9.6%
CCN(CC(=O)NCCc1ccc(F)cc1)Cc1nc2ccccc2c(=O)[nH]1	-26.3%	7.5%	-1.4%
O=C(CN1C(=O)NC2(CCCC2)C1=O)NCCN1C(=O)S/C(=C\c2ccccc2F)C1=O	?	3.3%	-1.8%
O=C(NCc1cccs1)C1CCCN1C(=O)Nc1ccccc1Cl (stereo not drawn)	23.1µM*	/	-4.9%
CC1(C)CC(=O)C(CC(=O)NC(=O)NCc2ccccc2)=C(O)C1	-7.7%	0.7%	1.9%
Cc1ccc(S(=O)(=O)N(CC(=O)N2CCOCC2)c2ccc(Br)cc2)cc1	-2.2%	6.4%	-14.1%
O=C(NN1CCOCC1)c1ccccc1Br	-6.2%	2.0%	-2.0%
COc1ccc(N2CCN(C(=O)CSc3nnnn3-c3ccc4c(c3)OCCO4)CC2)cc1	?	6.2%	3.5%
Cc1cc(OCc2cc(C(=O)N(C)C3CCOCC3)no2)cc(C)c1Cl	?	-1.8%	-8.7%
Cc1cccc(N2C(=O)CC(N3CCN(c4ccccn4)CC3)C2=O)c1 (stereo not drawn)	-1.2%	-5.1%	-6.2%
CCOc1ccc(NC(=O)CSc2nnc(C3CC3)n2C)cc1	-2.8%	-3.5%	3.4%
O=C(O)/C=C/C(=O)NCc1csc2ccccc12	7.0%	5.0%	3.6%
COc1cccc(-c2nn(C)c3sc(C(=O)NCCc4cccc(C)c4)cc23)c1	5.17µM*	0.0%	/
Cc1[nH]c(-c2ccco2)nc1C(=O)O	-15.0%	-8.6%	4.6%
OCC1OC(c2ccc3c(c2)OCO3)C=CC1Oc1cc(Cl)cc(Cl)c1 (stereo not drawn)	/	1.6%[21 µM]	3.7%[12.8 µM]
CN1CCN(C2=C(NS(=O)(=O)c3cccs3)C(=O)c3ccccc3C2=O)CC1	20.6µM*	/	6.2%
COc1ccc(N2CCN(C(=O)Cn3cnc4nc5c(cc4c3=O)CCCC5)CC2)cc1	-25.1%	3.0%	/
COc1ccc2[nH]c(C(=O)N(C)Cc3ccccc3)c(C)c2c1	?	/	-11.2%
COc1ccccc1NC(=O)N1CCCC1C(=O)NCc1cccs1 (stereo not drawn)	-10.8%	0.3%	-18.8%
COCCCNC(=O)/C=C/c1cccc(Cl)c1	11.4%	0.0%	-4.7%
COc1ccccc1CNc1cc(-c2ccccc2C)ncn1	4.11µM*	/	-9.6%
CC(C)c1c(C(=O)N/N=C2\CCc3ccccc32)nnn1-c1nonc1N	-0.1%	-5.9%	0.0%
O=C(COC(=O)c1ccccc1)NCc1cccs1	-4.1%	4.3%	3.4%
NNc1ccc2c(C(F)(F)F)cc(C(F)(F)F)nc2n1	?	4.7%	5.7%
CSCCC(NC(=O)c1ccccc1)C(=O)OCC(=O)c1ccc[nH]1 (stereo not drawn)	-3.1%	0.0%	5.6%
COc1ccc(OC)c(NC(=O)c2cc(-c3cc(C)c(C)cc3O)n[nH]2)c1	?	/	-2.1%
CCCC(=O)Nc1ccccc1NC(C)=O	0.2%	-2.3%	-15.9%
O=C1COc2ccc(C(=O)COC(=O)c3cc(S(=O)(=O)NCc4ccccc4)ccc3O)cc2N1	0.0%	/	-4.6%
COc1ccc(-n2nc(C(=O)c3cccs3)cc(-c3nc4ccccc4[nH]3)c2=N)cc1	5.8µM*	9.8%	-2.1%
CN(C)c1ccccc1C(=O)N1CCCC(C(=O)c2ccc3ccccc3c2)C1 (stereo not drawn)	23.1µM*	2.7%	8.4%
O=C(c1cncs1)N1CCCC(CNS(=O)(=O)c2cccs2)C1 (stereo not drawn)	3.2%	0.0%	5.3%
COc1ccc(NC(=O)CSc2nnc(-c3cccs3)n2Cc2ccco2)cc1OC	?	3.9%	-1.8%
Cc1cn2c(=O)cc(COc3ccc(NC(=O)c4ccccc4C)cc3)nc2s1	-4.8%	9.0%	/
CCCOC(=O)c1c(NC(=O)c2nc3ncccn3n2)sc(C(N)=O)c1C	-26.4%	1.1%	/
COc1ccc(N(CC(=O)Nc2ccc3c(c2)OCCO3)S(=O)(=O)c2cccnc2)cc1	?	2.2%	-9.1%
O=C(COC(=O)c1ccc(OC(F)(F)F)cc1)Nc1ncccn1	16.8%	22.4µM*	/
COc1ccc(-n2c(C)nnc2SCC(=O)N2C(C)CCCC2C)cc1 (stereo not drawn)	-20.1%	9.1%	-16.6%
O=C(Nc1ccc2oc(-c3ccccc3F)nc2c1)c1ncn[nH]1	?	-2.8%	?
COc1ccc(-c2nc3ccccc3o2)cc1OC	?	/	-0.6%
COc1ccc(/C=N/NC(=O)c2ccccc2O)cc1COc1ccccn1	16.7%	4.8%	-17.4%
CCOC(=O)C1=C(CN2CCCCC2)NC(=O)NC1c1ccc(OC)cc1 (stereo not drawn)	-2.7%	6.2%	/
O=C1C(c2ccc(F)cc2)N(CCc2ccccc2)C(=O)CN1C1CCCCC1 (stereo not drawn)	?	0.0%	/
COc1ccc(CN2CCCCC2c2cccnc2)c(OC)c1C (stereo not drawn)	-10.4%	-1.0%	-17.9%
NS(=O)(=O)c1cc(C(=O)OCC(=O)N2CCc3ccccc3C2)ccc1Cl	-15.2%	0.7%	/

Later entries
SMILES	TDP1 cell noCPT	TDP1 inh	N370S GC
CCN(CC)S(=O)(=O)c1cc([N+](=O)[O-])ccc1NNC(=O)Nc1ccccc1OC	?	5.1%	2.3%
Cc1cc(C)c(C2C(C#N)=C(N)Oc3n[nH]c(C)c32)cc1CN1CCOCC1 (stereo not drawn)	-19.1%	4.6%	2.9%
CCOc1ccc(NS(=O)(=O)c2cc(Br)cc3c2N(C(=O)C2CC2)CC3)cc1	?	2.9%	/
O=c1cc(CN2CCc3ccccc3C2)nc2sccn12	-24.6%	2.4%	19.5%
COc1cc(C(=O)NNC(=O)Nc2ccc([N+](=O)[O-])cc2)cc(OC)c1OC	-19.3%	0.0%	-10.5%
Cn1c2ccccc2c2cc(C(=O)OCC(=O)N3CC(=O)Nc4ccccc43)sc21	?	3.1%	3.4%
Cc1ccc(Cn2c(CNS(=O)(=O)c3ccc(Cl)s3)nc3cccnc32)cc1	?	2.2%	/
CC(=O)[C@@]1(O)CC[C@H]2[C@@H]3C[C@H](C)C4=CC(=O)C=C[C@]4(C)[C@@]3(F)[C@@H](O)C[C@@]21C	-7.1%	2.9%	9.5%
COc1ccc(NS(=O)(=O)c2ccc(C)c(C(=O)N3CCC3)c2)cc1	-20.8%	-15.4%	0.7%
COc1cc(C(=O)NCCOc2ccccc2)cc(OC)c1OC	-8.5%	/	-6.9%
Cc1cc(C)c(NC(=O)C(C)(C)C)c(Cl)c1	-20.0%	3.1%	-2.1%
O=C1CSC(=Nc2ccccc2Cl)N1	-7.4%	-9.4%	24.5%

As a short view, part of the list above:
SMILES	TDP1 cell noCPT	TDP1 inh	N370S GC
O=C(Nc1ccc2oc(-c3ccccc3F)nc2c1)c1ncn[nH]1	?	-2.8%	?
COc1ccc(-c2nc3ccccc3o2)cc1OC	?	/	-0.6%
COc1ccc(/C=N/NC(=O)c2ccccc2O)cc1COc1ccccn1	16.7%	4.8%	-17.4%
CCOC(=O)C1=C(CN2CCCCC2)NC(=O)NC1c1ccc(OC)cc1 (stereo not drawn)	-2.7%	6.2%	/
O=C1C(c2ccc(F)cc2)N(CCc2ccccc2)C(=O)CN1C1CCCCC1 (stereo not drawn)	?	0.0%	/
COc1ccc(CN2CCCCC2c2cccnc2)c(OC)c1C (stereo not drawn)	-10.4%	-1.0%	-17.9%
NS(=O)(=O)c1cc(C(=O)OCC(=O)N2CCc3ccccc3C2)ccc1Cl	-15.2%	0.7%	/
CCN(CC)S(=O)(=O)c1cc([N+](=O)[O-])ccc1NNC(=O)Nc1ccccc1OC	?	5.1%	2.3%
Cc1cc(C)c(C2C(C#N)=C(N)Oc3n[nH]c(C)c32)cc1CN1CCOCC1 (stereo not drawn)	-19.1%	4.6%	2.9%
CCOc1ccc(NS(=O)(=O)c2cc(Br)cc3c2N(C(=O)C2CC2)CC3)cc1	?	2.9%	/
O=c1cc(CN2CCc3ccccc3C2)nc2sccn12	-24.6%	2.4%	19.5%
COc1cc(C(=O)NNC(=O)Nc2ccc([N+](=O)[O-])cc2)cc(OC)c1OC	-19.3%	0.0%	-10.5%
Cn1c2ccccc2c2cc(C(=O)OCC(=O)N3CC(=O)Nc4ccccc43)sc21	?	3.1%	3.4%
Cc1ccc(Cn2c(CNS(=O)(=O)c3ccc(Cl)s3)nc3cccnc32)cc1	?	2.2%	/
CC(=O)[C@@]1(O)CC[C@H]2[C@@H]3C[C@H](C)C4=CC(=O)C=C[C@]4(C)[C@@]3(F)[C@@H](O)C[C@@]21C	-7.1%	2.9%	9.5%
COc1ccc(NS(=O)(=O)c2ccc(C)c(C(=O)N3CCC3)c2)cc1	-20.8%	-15.4%	0.7%
COc1cc(C(=O)NCCOc2ccccc2)cc(OC)c1OC	-8.5%	/	-6.9%
Cc1cc(C)c(NC(=O)C(C)(C)C)c(Cl)c1	-20.0%	3.1%	-2.1%
O=C1CSC(=Nc2ccccc2Cl)N1	-7.4%	-9.4%	24.5%

Carrying on:
SMILES	TDP1 cell noCPT	TDP1 inh	N370S GC
CCc1noc(C)c1C(=O)Nc1nc(-c2ccccc2)cs1	?	-5.3%	-4.6%
Cc1ccc(S(=O)(=O)N2CCOC2C(Cl)(Cl)Cl)cc1 (stereo not drawn)	-3.2%	3.1%	-7.7%
Cc1cccc2cc(/C=C3\N=C(c4ccccc4)OC3=O)c(N3CCOCC3)nc12	23.1µM*	0.0%	1.0%
Cc1ccc(C)c(N2CCN(S(=O)(=O)c3ccc4c(c3)n(C)c(=O)c(=O)n4C)CC2)c1	-5.4%	2.3%	/
COc1ccccc1-c1nnc(SCc2nc3ccccc3[nH]2)n1C	-11.4%	4.3%	4.6%
CCN(CC)S(=O)(=O)c1ccc(N2CCOCC2)c(NC(=O)c2ccc(OC)c([N+](=O)[O-])c2)c1	-10.8%	1.2%	15.0%
O=C(O)c1cc2sccc2s1	-8.3%	-7.1%	-5.3%
CCOc1cccc(OCCCCn2cnc3ccccc3c2=O)c1	-4.3%	-2.5%	3.7%
COc1ccc(NC(=O)Cn2c(=O)oc3cc(S(=O)(=O)N4CCCC4)ccc32)c(OC)c1	?	/	-18.0%
Cc1c(C(=O)NCc2ccccc2Br)oc2ccc3c(c12)C(=O)CC(C)(C)O3	16.4µM*	3.9%	/
Cc1ccc(S(=O)(=O)CC(=O)Nc2ccccn2)cc1	-3.6%	/	-2.2%
